# From PubChem
# Epigenetic derep – regulators of epigenetic silencing causing reporter derepression in mouse cells | murine LDR cells, GFP reporter derepression, 30 h | Potency, µM (top dose mostly 53.9 µM), inactives show top-dose GFP activation, actives largely listed as activators | 280,000 compounds, 0.2% hits | AID 1865; further: % of control where 0% means no effect; nearly all actives have a fitted effect of over 60% in size
#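 GFP-positive cell count by laser-scanning cytometry (objects 20–120 um) after 30 h, 37 C compound exposure of murine LDR cells; reporter is CMV-GFP integrated at a silenced locus, inducible by HDAC or DNMT inhibitors.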
# RECQ1 inh – RECQ1 (human) helicase inhibition. 240,000 compounds, 0.54% hits. Potency, µM (highest dose often 57.3 µM), without a hit: top-dose activity, negative = inhibition, hits mostly inhibitors. AID 2549. RECQ1 DNA unwinding, red fluorescence kinetic read. P46063;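 further: plate controls were vehicle for no effect and no enzyme for full effect; nearly all actives have a fitted effect of over 30% in size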
# Target sequence (P46063 whole entry, looked up): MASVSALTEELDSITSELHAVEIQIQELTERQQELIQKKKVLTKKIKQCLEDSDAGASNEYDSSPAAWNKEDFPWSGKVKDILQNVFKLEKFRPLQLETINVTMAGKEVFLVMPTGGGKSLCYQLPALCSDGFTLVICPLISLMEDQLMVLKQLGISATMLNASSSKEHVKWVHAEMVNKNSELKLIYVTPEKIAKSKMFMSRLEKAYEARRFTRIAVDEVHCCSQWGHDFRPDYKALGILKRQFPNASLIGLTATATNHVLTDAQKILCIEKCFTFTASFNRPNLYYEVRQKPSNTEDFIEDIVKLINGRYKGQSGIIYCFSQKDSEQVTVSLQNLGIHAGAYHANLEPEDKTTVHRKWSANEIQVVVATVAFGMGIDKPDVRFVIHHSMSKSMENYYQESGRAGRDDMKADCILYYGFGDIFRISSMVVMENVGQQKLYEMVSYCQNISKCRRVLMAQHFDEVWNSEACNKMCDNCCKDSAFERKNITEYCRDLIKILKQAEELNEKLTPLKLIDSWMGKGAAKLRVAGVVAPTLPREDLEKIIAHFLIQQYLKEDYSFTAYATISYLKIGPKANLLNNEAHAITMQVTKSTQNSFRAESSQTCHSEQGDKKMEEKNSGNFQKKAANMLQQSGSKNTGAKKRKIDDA
#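 50 nM RECQ1T1 preincubated 15 min with compound in Tris pH 8.0 buffer with MgCl2, DTT, Tween-20 and 2.5 ug/ml poly(dI-dC); started with 200 nM TAMRA/BHQ-2 forked duplex and 2 mM ATP. Unwinding read as fluorescence (525/598 nm), two reads 2 h apart.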
# NPSR antagonist – antagonists of human neuropeptide S receptor cAMP signaling. Q6W5P4. CHO-NPSR cells, cAMP TR-FRET, antagonist mode. Potency, µM (highest dose often 38.3 µM), inactives show at the highest dose activity change, negative = inhibition, most hits filed as inhibitors. 220,000 compounds, 1% hits; further: on the % scale 0 is the no-effect control and ±100 the full control effect; nearly all actives have a fitted effect of over 50% in size; many of its hits are not listed in these tables
# GoLoco inh red – inhibitors of human Gai1-RGS12 GoLoco interaction (red fluorophore). P63096. Gai1:RGS12 GoLoco peptide FP, rhodamine, 10 min. Potency, µM (top dose mostly 61.6 µM), for the others: top-dose activity, negative = inhibition, hits mostly inhibitors. 230,000 compounds, 0.44% hits; active means well fitted inhibition curve with a large enough effect, not every such curve was filed as active; inactive means no such curve, though single readings can be large or run the other way; further: on the % scale 0 is the no-effect control and ±100 the full control effect; nearly all actives have a fitted effect of over 30% in size; many of its hits are not listed in these tables
# IMPase Li inh – membrane-permeable IMPase blocker, potentiated with lithium; CHO-M1 cells, IP1 TR-FRET (IP-One), carbachol + lithium; Potency, µM (doses to about 59.4 µM), without a hit: at the top dose activity, negative = IMPase inhibition, hits mostly inhibitors; 210,000 compounds, 0.35% hits; AID 1457;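 further: IP1 builds up when IMPase is blocked and the TR-FRET signal falls; plate controls were basal vehicle for no effect and high inhibitor control for full effect; nearly all actives have a fitted effect of over 50% in size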
#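 Lithium-sensitised IP1 accumulation assay; M1-expressing CHO cells treated 30 min at 37C with compound. Competitive antibody detection by time-resolved FRET followed a 10 min room-temperature lysis step.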
# SMN2 splice enh – increases expression of the SMN2 splice variant | HEK293 SMN2-luciferase splicing reporter, luminescence, 30-36 h | 210,000 compounds, 2.8% hits | Potency, µM (highest dose often 46.1 µM), inactives show at the top dose activity change, positive = activation, most hits filed as activators | AID 1458; further: % of control where 0% means no effect; nearly all actives have a fitted effect of over 55% in size
#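 qHTS luciferase splicing reporter: luminescence rises when SMN2 exon 7 is included in transfected HEK293 cells. Compound exposure lasted 30-36 h at 37C, with 4.5 mM final sodium butyrate as control, followed by a ONE-Glo read.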
# JMJD2E inh – JMJD2E (human) inhibition; B2RXH2; JMJD2E catalytic domain, FDH-coupled NADH fluorescence (FDH is formaldehyde dehydrogenase); Potency, µM (top dose mostly 57.1 µM), for the others: at the highest dose activity change, negative = inhibition, actives largely listed as inhibitors; 230,000 compounds, 1.6% hits; AID 2147; active means well fitted inhibition curve with a large enough effect, not every such curve was filed as active; inconclusive means small, poorly fitted or top-dose-only effect, or another doubt; inactive means no such curve, though single readings can be large or run the other way;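 further: 0% = wells with enzyme and -100% = buffer wells without enzyme; nearly all actives have a fitted effect of over 50% in size; many of its hits are not listed in these tables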
# Target sequence (B2RXH2 1-337 limits assumed): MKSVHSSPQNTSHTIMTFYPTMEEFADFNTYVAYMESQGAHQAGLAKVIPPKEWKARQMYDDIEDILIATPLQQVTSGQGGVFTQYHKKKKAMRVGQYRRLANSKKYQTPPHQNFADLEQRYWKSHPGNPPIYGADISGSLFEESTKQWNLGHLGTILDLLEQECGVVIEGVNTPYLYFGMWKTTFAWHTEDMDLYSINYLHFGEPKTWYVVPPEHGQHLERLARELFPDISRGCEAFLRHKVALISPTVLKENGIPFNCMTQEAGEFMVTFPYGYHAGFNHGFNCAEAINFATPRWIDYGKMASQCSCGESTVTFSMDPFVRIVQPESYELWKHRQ
# KinaseGlo FLuc – blocks Kinase-Glo luciferase, a counter-screen artifact; Kinase-Glo luciferase, ATP luminescence, 8 min; Q27757; Potency, µM (top dose mostly 38.3 µM), without a hit: at the highest dose activity change, negative = inhibition, most hits filed as inhibitors; 200,000 compounds, 0.28% hits; further: on the % scale 0 is the no-effect control and ±100 the full control effect; nearly all actives have a fitted effect of over 60% in size
#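 Light output from Kinase-Glo luciferase with luciferin and 10 uM ATP in 50 mM imidazole pH 7.2, KCl, MgCl2, Tween 20, BSA; compound pin-delivered, 8-min ambient incubation, then luminescence read.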
# * marks the source's active call; other numbers are inactive results; i = inactive; ? = inconclusive; nt = no result given; & = joins results of further samples; [ ] = dose if it differs, or a comment. Unless noted, the call rests on the fitted dose curve; in most records, active means well fitted curve in the direction sought with a large enough effect; inconclusive means small, poorly fitted or top-dose-only effect, or another doubt; inactive means no such curve, though single readings can be large; an effect the other way counts as inactive or inconclusive. Potency means the concentration at half of the fitted maximal effect. Only part of the results is shown; rates above refer to the full screens.
# Letter code – A = Epigenetic derep; B = RECQ1 inh; C = NPSR antagonist; D = GoLoco inh red; E = IMPase Li inh; F = SMN2 splice enh; G = JMJD2E inh; H = KinaseGlo FLuc
COc1ccc(NC(=O)CSc2nnc(Cn3c(=O)sc4ccccc43)n2C)c(OC)c1
  A = 0.0%; B = -4%; C = -5%[46.1 µM]; D = 1%; E = 11%; F = 3%; G = -1%; H = 1%
CC(C)OCCCNC(=O)c1ccc(NC(=O)C2CCCO2)cc1 (stereo unspecified)
  A = 1.0%; B = i; C = -9%[46.1 µM]; D = -9%; E = 4%[38.3 µM]; F = -11%; G = -5%; H = -1%
Cc1nc2ccccn2c1C(=O)NC1CCCCC1
  A = -4.2%; B = -6%; C = -3%[46.1 µM]; D = -2%; E = 6%[38.3 µM]; F = -26%; G = ?; H = 8%
O=C(/C=C/c1ccco1)Oc1cccc2cccnc12
  A = ?; B = -13%; C = 8%[7.67 µM]; D = 1%; E = nt; F = nt; G = -20%; H = nt
CCOC(=O)c1sc(NC(=O)Nc2ccccc2F)nc1C
  A = -1.8%; B = 3%; C = -19%; D = -4%; E = 8%; F = -59%[inhibitor]; G = -4%; H = -7%
COc1ccc(-c2noc(COc3ccc4ccccc4c3Br)n2)cc1OC
  A = -13%; B = i; C = 17%[46.1 µM]; D = 12%; E = 1%[38.3 µM]; F = -32%[inhibitor]; G = -28%; H = -1%
CCN(CC)S(=O)(=O)c1ccc(N2CCOCC2)c(NS(=O)(=O)c2ccc(C(C)C)cc2)c1
  A = -1.8%; B = -5%; C = 14%; D = 0%; E = 7%; F = 1%; G = 5%; H = 3%
Cc1[nH]n2c(=O)cc(C(C)(C)C)nc2c1-c1ccccc1
  A = -2.5%; B = -1%; C = -9%[46.1 µM]; D = nt; E = nt; F = nt; G = 0%; H = nt
O=C(Cn1cnc([N+](=O)[O-])n1)N/N=C/c1cccc2ccccc12
  A = -1.0%; B = -5%; C = 17%; D = 42%[activator]; E = -1%; F = 3%; G = -4%; H = 5%
CCN1/C(=C\c2ccc3ccccc3[n+]2CC)Sc2cc(C)ccc21
  A = 0.56µM*; B = -26%; C = ?; D = 71%[activator]; E = 4%; F = nt; G = 1.4µM*; H = -5%
O=C(c1cccc([N+](=O)[O-])c1)N(c1ccccn1)c1ccccn1
  A = 0.0%; B = -3%; C = 26%; D = -8%; E = -5%; F = 16%; G = 6%; H = 3%
Cc1ccc(C(O)Cn2cc([N+](=O)[O-])nc2C)cc1 (stereo unspecified)
  A = 1.4%; B = -1%; C = 12%; D = -15%; E = nt; F = nt; G = -11%; H = nt
COc1ccc(-c2ocnc2C(=O)N2CCN(C(c3ccccc3)c3ccccc3)CC2)cc1
  A = 1.0%; B = -21%; C = -32%; D = 13%; E = 7%; F = -23%; G = ?; H = 1%
COC(=O)Cc1cc(=O)n2[nH]c(C)c(-c3ccccc3)c2n1
  A = -1.1%; B = -28%; C = 0%[46.1 µM]; D = 27%; E = 2%[38.3 µM]; F = -13%; G = ?; H = 1%
CCCCNC(=O)CSc1nc2cc3c(cc2c(=O)n1CCCC(=O)NCCc1ccc(OC)c(OC)c1)OCO3
  A = 3.7%&0.0%; B = -7%; C = -7%; D = -6%; E = 4%; F = -33%; G = 9%; H = 0%
O=C(NCCCN1CCCC1)c1ccc2c(Cl)c3c(nc2c1)CCCC3
  A = 0.0%; B = 14%; C = -39%; D = 3%; E = 23%; F = -36%[inhibitor]; G = -18%; H = -2%
CC(C)C(NS(=O)(=O)c1cccc2nsnc12)C(=O)NCc1ccc2c(c1)OCO2 (stereo unspecified)
  A = -0.2%; B = -11%; C = -4%[46.1 µM]; D = 15%; E = 5%[38.3 µM]; F = 7%; G = 3%; H = -3%
Cc1cc(F)ccc1NCc1ccncc1
  A = -0.3%; B = -7%; C = -9%[46.1 µM]; D = 4%; E = -13%[38.3 µM]; F = -15%; G = -5%; H = 15%
COc1ccccc1N1C(=O)[C@@H]2[C@H](C1=O)[C@H](C(=O)c1ccc(OC(C)=O)cc1)N1N=CC=C[C@@H]21
  A = 0.0%; B = 0%; C = 2%; D = 118%[activator]; E = nt; F = nt; G = -24%; H = nt
CC1CCCC(NC(=O)COC(=O)c2ccccc2Sc2ccccc2C#N)C1C (stereo unspecified)
  A = 0.0%; B = -7%; C = ?; D = 8%; E = ?; F = -4%; G = 6%; H = -1%
COc1ccc(CNC(=O)c2noc(C)c2[N+](=O)[O-])cc1
  A = -6.1%; B = i; C = 16%; D = -8%; E = 4%; F = -2%; G = -4%; H = 1%
CCC(C)(C)NC(=O)C(c1cccn1C)N(C(=O)Cn1nnc2ccccc21)c1ccc(OC)cc1 (stereo unspecified)
  A = 0.2%; B = i; C = -15%[46.1 µM]; D = -1%; E = 17%[38.3 µM]; F = -7%; G = 8%; H = -4%
CCCN1Cc2cccc(C(=O)N3CCN(c4ccc(F)cc4)CC3)c2C1=O
  A = -4.1%; B = 0%; C = -4%[46.1 µM]; D = 3%; E = 33%[38.3 µM]; F = -16%; G = 4%; H = -1%
COc1cc(CN2CCN(S(=O)(=O)c3ccc(NC(C)=O)cc3)CC2)cc(OC)c1O
  A = 1.2%; B = -5%; C = -4%[46.1 µM]; D = -2%; E = -12%[38.3 µM]; F = 1%; G = ?; H = 1%
Oc1oc(-c2ccc(Br)cc2)nc1/C=N/c1ccccn1
  A = -5.5%; B = 15%; C = -7%; D = 37%[activator]; E = -8%; F = 20%; G = -7%; H = -2%

# Three of the entries above in order of the GoLoco inh red value, lowest first.
SMILES	Epigenetic derep	RECQ1 inh	NPSR antagonist	GoLoco inh red	SMN2 splice enh	JMJD2E inh
CCN(CC)S(=O)(=O)c1ccc(N2CCOCC2)c(NS(=O)(=O)c2ccc(C(C)C)cc2)c1	-1.8%	-5%	14%	0%	1%	5%
COc1ccc(NC(=O)CSc2nnc(Cn3c(=O)sc4ccccc43)n2C)c(OC)c1	0.0%	-4%	-5%[46.1 µM]	1%	3%	-1%
CC1CCCC(NC(=O)COC(=O)c2ccccc2Sc2ccccc2C#N)C1C (stereo unspecified)	0.0%	-7%	?	8%	-4%	6%

# The list continues:
# Letter code – A = Epigenetic derep; B = RECQ1 inh; C = NPSR antagonist; D = GoLoco inh red; E = IMPase Li inh; F = SMN2 splice enh; G = JMJD2E inh; H = KinaseGlo FLuc
COc1cc(/C=N/N=C2/NC(=O)C(c3ccccc3)S2)ccc1O (stereo unspecified)
  A = 0.9%; B = 0%; C = -12%[46.1 µM]; D = 4%; E = 4%; F = 8%; G = ?; H = 0%
O=[N+]([O-])c1cccc(C(O)C23CN4CN(CN(C4)C2)C3)c1 (stereo unspecified)
  A = 0.3%; B = 0%; C = 48%; D = 2%; E = nt; F = nt; G = -3%; H = nt
CCc1ccc(NC(=O)c2noc(C(C)C)c2[N+](=O)[O-])cc1
  A = 6.4%; B = -1%; C = 7%; D = 4%; E = 2%; F = -3%; G = 3%; H = -2%
COC(=O)c1sccc1NC(=S)N1CCN(c2ccc(F)cc2)CC1
  A = 9.6%; B = -8%; C = -3%; D = 2%; E = 1%; F = -37%[inhibitor]; G = 2%; H = 5%
CCOc1ccc(C2C3=C(CCCC3=O)OC(N)=C2[N+](=O)[O-])cc1 (stereo unspecified)
  A = 0.1%; B = i; C = 7%; D = 10%; E = nt; F = nt; G = 2%; H = nt
FC(F)(F)c1cccc(CON=C2CCN(c3ncc(C(F)(F)F)cc3Cl)CC2)c1
  A = -1.8%; B = -10%; C = -8%[46.1 µM]; D = 4%; E = 3%[38.3 µM]; F = -28%; G = -2%; H = -1%
CSCC(C)N1CCC(CO)(CCc2ccccc2)CC1 (stereo unspecified)
  A = -4.3%; B = 0%; C = -10%; D = 0%; E = nt; F = nt; G = 9%; H = nt
O=C1NC(=O)/C(=C/c2cccc(O)c2)N1
  A = 2.0%; B = -5%; C = 13%; D = 60%[activator]; E = nt; F = nt; G = ?; H = nt
CC12CC3(O)OC(O1)C1(COC(=O)c4ccccc4)[C@@H]3CC21O[C@@H]1O[C@H](CO)[C@@H](O)[C@H](O)[C@H]1O
  A = 1.4%; B = i; C = nt; D = 2%; E = 11%; F = nt; G = nt; H = 1%[39.9 µM]
CNC(=O)c1cn(-c2ccc(Cl)cc2)c(=O)c2ccccc12
  A = 1.7%; B = i; C = -2%; D = 3%; E = 4%; F = 8%; G = -21%; H = -2%
COc1ccc(OCCSc2nnc(C(C)NC(=O)c3ccccc3F)n2C)cc1 (stereo unspecified)
  A = 1.1%; B = i; C = -2%; D = -1%; E = 14%; F = -5%; G = 4%; H = 0%
COCCCn1c(Cc2csc(Nc3cccc(Cl)c3)n2)nnc1SCC(=O)OC
  A = -3.9%; B = -10%; C = -14%[46.1 µM]; D = 9%; E = -5%[38.3 µM]; F = -5%; G = -5%; H = -1%
Cn1c(NCc2cccc(Br)c2)nc2ccccc21
  A = 0.0%; B = -3%; C = -5%[46.1 µM]; D = 2%; E = 5%; F = -10%; G = -1%; H = -4%
CCOC(=O)c1ccc(S(=O)(=O)NNC(=O)c2cccc(N(C)C)c2)cc1
  A = 0.0%; B = -3%; C = 6%; D = 14%; E = -6%; F = 15%; G = -13%; H = 6%
COCCNC(=O)COC(=O)c1nsc(Cl)c1Cl
  A = -2.7%; B = 0%; C = -7%[46.1 µM]; D = 3%; E = -7%[38.3 µM]; F = 3%; G = 6%; H = 1%
COc1c(N2CCN(C(=S)Nc3ccccc3)C(C)C2)c(F)cc2c(=O)c(C(=O)O)cn(C3CC3)c12 (stereo unspecified)
  A = -0.9%; B = -1%; C = -10%[46.1 µM]; D = 7%; E = -4%[38.3 µM]; F = -14%; G = ?; H = -2%
COc1ccc2[nH]c(=O)c(CN(CC3CCCO3)C(=S)Nc3ccc(C)cc3)cc2c1 (stereo unspecified)
  A = 1.1%; B = i; C = -15%; D = 1%; E = 4%; F = nt; G = 8%; H = 2%
CCCCC(=O)Nc1ccc(NC(=O)CC)cc1OC
  A = 15%; B = -5%; C = -4%[46.1 µM]; D = -16%; E = 10%[38.3 µM]; F = 5%; G = 9%; H = -2%
CC1CCN(S(=O)(=O)c2ccc3c(c2)oc(=O)n3CC(=O)N2c3ccccc3CC2C)CC1 (stereo unspecified)
  A = 14%; B = -4%; C = -13%[46.1 µM]; D = 18%; E = 9%[38.3 µM]; F = -1%; G = 2%; H = 0%
